# High-throughput results (PubChem BioAssay)
# GDH-TPI inh = inhibits GDH-TPI coupling enzymes, artifact for Mtb FBA screen. hit rate 1.2% among 360,000. GDH-TPI coupled enzyme counterscreen, NADH absorbance. inhibition, % at 4.8 µM; in the data active = inhibition above about 30%;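 also: 0% = DMSO wells and 100% = wells lacking the enzyme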
# Mtb FBA inh = Mtb fructose-bisphosphate aldolase inhibition; P9WQA3; inhibition, % at 1 µM; hit rate 2.3% among 360,000; purified M. tuberculosis FBA, fluorescence read-out; AID 588726; in the data active = inhibition above about 27%;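 also: 0% = vehicle and 100% = reference inhibitor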
# BoNT-A LC inh2 = BoNT A light chain protease inhibition; multiplex microsphere protease substrate cleavage, flow cytometry; inhibition, % at 10 µM; hit rate 0.17% among 360,000; also: plate controls were buffer without enzyme for full effect and enzyme alone for no effect
# Anthrax LF prot = inhibitors of Bacillus anthracis lethal factor protease. inhibition, % at 10 µM. multiplex microsphere protease cleavage assay, LF. AID 588501. hit rate 0.12% among 360,000; also: plate controls were buffer without enzyme for full effect and enzyme alone for no effect
# Target sequence (P15917 whole entry, looked up): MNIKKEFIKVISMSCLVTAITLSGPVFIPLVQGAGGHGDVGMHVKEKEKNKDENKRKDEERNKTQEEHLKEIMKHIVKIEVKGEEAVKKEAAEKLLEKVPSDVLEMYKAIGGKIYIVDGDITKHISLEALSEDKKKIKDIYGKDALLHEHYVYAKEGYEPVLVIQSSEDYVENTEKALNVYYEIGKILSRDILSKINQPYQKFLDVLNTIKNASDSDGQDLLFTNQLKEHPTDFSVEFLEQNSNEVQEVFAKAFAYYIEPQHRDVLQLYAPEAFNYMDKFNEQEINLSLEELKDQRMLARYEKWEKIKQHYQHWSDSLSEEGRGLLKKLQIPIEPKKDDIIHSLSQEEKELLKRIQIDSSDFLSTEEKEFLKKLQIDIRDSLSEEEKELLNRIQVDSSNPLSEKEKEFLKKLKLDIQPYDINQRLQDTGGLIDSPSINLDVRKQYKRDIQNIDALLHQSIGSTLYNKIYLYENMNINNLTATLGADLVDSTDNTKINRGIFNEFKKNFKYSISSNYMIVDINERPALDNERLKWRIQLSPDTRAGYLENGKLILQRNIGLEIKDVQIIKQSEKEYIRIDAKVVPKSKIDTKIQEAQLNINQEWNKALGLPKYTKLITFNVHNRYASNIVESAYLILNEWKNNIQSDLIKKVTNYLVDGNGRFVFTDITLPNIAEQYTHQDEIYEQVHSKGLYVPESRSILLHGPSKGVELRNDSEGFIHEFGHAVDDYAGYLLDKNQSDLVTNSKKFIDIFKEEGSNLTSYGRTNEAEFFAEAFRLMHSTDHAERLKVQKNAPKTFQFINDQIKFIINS
# UGM FP inh = inhibitors of M. tuberculosis UDP-galactopyranose mutase; P9WIQ1; purified UGM, fluorescence polarization probe displacement; inhibition, % at 10 µM; hit rate 0.06% among 320,000; AID 504406; in the data active = inhibition above about 10%, passing the limit was not always enough; inconclusive = no clear call, values can overlap the other calls
# PfHsp40 rescue = restores yeast growth despite PfHsp40 toxicity. hit rate 0.68% among 340,000. S. cerevisiae expressing PfHsp40, growth rescue, ATP luminescence. AID 504582. growth rescue, % at 12.5 µM; in the data active = growth rescue above about 28%, passing the limit was not always enough; inconclusive = no clear call, values can overlap the other calls;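 also: yeast W303a lacking pdr1 and pdr3 grown in galactose medium; growth measured after three days at 30 °C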
# BioA inh = inhibitors of Mycobacterium tuberculosis BioA enzyme | AID 602481 | inhibition, % at 9.99 µM | purified M. tuberculosis BioA enzyme, plate reader | hit rate 0.096% among 360,000; in the data active = inhibition above about 40%; inconclusive = no clear call, values can overlap the other calls
# FadD28 FP inh = blocks FadD28 binding to the bisubstrate probe; fluorescence polarization; inhibition, % at 12.5 µM; hit rate 0.22% among 360,000; AID 588549; in the data active = inhibition above about 8.5%, passing the limit was not always enough; inconclusive = no clear call, values can overlap the other calls
# BoNT F protease = inhibitors of Botulinum neurotoxin F light chain protease; Multiplex microsphere protease cleavage assay, flow cytometry; AID 588497; inhibition, % at 10 µM; hit rate 0.22% among 360,000; in the data active = inhibition above about 35%, passing the limit was not always enough; inconclusive = no clear call, values can overlap the other calls; also: plate controls were buffer without enzyme for full effect and enzyme alone for no effect
# Starred values were filed as active, the others as inactive; ? = inconclusive; . = not tested or not shown; & = joins results of further samples. Rule as the data show it, unless noted: active = inhibition above about 30%; inconclusive = no clear call, values can overlap the other calls; inactive = below that.
SMILES,GDH-TPI inh,Mtb FBA inh,BoNT-A LC inh2,Anthrax LF prot,UGM FP inh,PfHsp40 rescue,BioA inh,FadD28 FP inh,BoNT F protease
O=C(NCc1ccccc1Cl)c1csc(COCCO)n1,-2.7,0.3,-0.3,-8.0,.,.,-1.8,0.7,-2.3
CCN(CC)c1ccc(C2C3CCCCC3(O)CCN2C(=O)c2cccs2)cc1 (stereo unspecified),0.0,1.7,0.4,-0.4,-3.5,-0.9,.,0.3,-1.1
COc1ccc(C)cc1NC(=O)C1CCN(S(=O)(=O)c2ccccc2)CC1,-4.2,2.8,-2.7,-4.4,-0.9,1.0,-0.6,-5.5,-10.1
CCN(c1ccccc1)S(=O)(=O)c1ccc(C(=O)Nc2ccc(C)cn2)cc1,-16.6,0.9,-0.9,-2.0,4.3,0.6,0.0,0.3,-5.1
COc1ccccc1CN1C[C@@H]2C[C@@H](c3cccc(C)n3)N3CCC[C@@]23C1=O,-1.6,-0.2,-0.4,-6.2,-0.4,0.1,.,-0.6,-0.8
CN(CC(=O)NNC(=O)CNC(=O)c1ccccc1F)S(=O)(=O)c1ccc(Cl)cc1,0.3,5.1,4.9,2.4,-2.1,1.4,-1.4,-0.1,11.6
Cc1nc2ccccc2c(=O)n1/N=C/c1ccc2ccccc2c1O,0.0,2.7,-0.7,-9.1,-1.4,4.8,.,-4.1,-6.0
Cc1cc(NC(=O)c2cccc(S(=O)(=O)Nc3cccc(C(=O)O)c3)c2)no1,13.4,1.9,0.0,-3.7,3.9,0.9,-0.8,0.5,-9.3
O=C(/C=C/c1ccoc1)c1ccccc1O,-0.4,-5.6,-1.2,1.2,-0.6,0.0,-0.4,-2.2,-3.6
Cc1csc(NC(=O)c2ccc(C)s2)n1,8.6,-0.2,1.9,-3.2,0.5,0.6,2.0,-2.5,-22.7
Cc1ccnc(-n2c(-c3ccco3)nc3ccccc3c2=O)c1,24.9,-2.8,-0.4,-9.7,1.6,0.6,-1.4,-5.2,-4.1
Cc1ccc(S(=O)(=O)NC2=NCN(C3CCCCC3)CN2)cc1,-5.9,3.4,-1.2,-17.8,-1.3,-0.5,-0.3,-3.0,-1.6
COc1ccc(/C=C/CN2CCN(Cc3ccccc3)C(CCO)C2)cc1 (stereo unspecified),5.7,4.7,0.1,-6.5,-1.5,-0.6,.,-3.6,-0.6
CC1(C(=O)Nc2nccs2)Cc2ccccc2C(=O)O1 (stereo unspecified),-0.3,-2.6,0.4,-0.8,-0.3,-0.5,.,-0.3,2.5
c1ccc(-c2ccccc2OCCn2cncn2)cc1,-5.3,0.6,0.4,-0.1,-0.6,-1.0,-0.4,0.0,-4.9
COc1ccc(C(=O)Nc2cccc(C(=O)N/N=C/c3ccc(OC)cc3OC)c2)cc1,27.3,3.0,-0.9,-0.8,1.6,-1.5,2.7,-8.1,-9.2
O=C1NCCCN1Cc1ccc(Cl)cc1,-1.7,3.8,0.8,1.8,0.6,0.4,0.1,0.4,19.3
O=C(Cc1cccc(NC(=O)C2CCCN(C(=O)C3CCCCC3)C2)c1)Nc1cccc(C(=O)N2CCOCC2)c1 (stereo unspecified),13.5,0.9,-0.3,-5.8,.,0.8,-0.9,-5.3,1.7
O=C(Cn1cnc2ccccc2c1=O)c1ccccc1,5.0,3.1,-2.0,-8.0,2.1,-0.5,-1.8,-0.6,-3.8
O=C(NCCCN1CCCC1)c1ccc(CS(=O)(=O)c2c(Cl)cccc2Cl)o1,1.2,-3.9,-0.1,-1.1,-0.2,-0.8,-0.7,-1.1,-2.8
CSCCC(NC(=O)c1ccccc1)C(=O)N1CCCCCCC1 (stereo unspecified),-2.9,0.7,0.7,3.8,-0.8,-2.5,-1.9,-4.3,-3.4
COc1ccc(N2CC(C(=O)NCCN3C(=O)S/C(=C\c4cccnc4)C3=O)CC2=O)c(OC)c1 (stereo unspecified),18.7,-3.1,-6.1,-2.8,1.6,-0.2,-0.5,-1.5,-9.9
COC(=O)c1cccc(NC(=S)NCc2ccc(Cl)cc2)c1,-8.4,-0.5,0.4,-2.9,0.2,3.8,3.1,-7.7,1.8
CCOCCCNc1nc(C)nc2c1nnn2Cc1c(F)cccc1Cl,-5.1,-1.0,0.5,-3.0,-1.9,-1.4,.,0.3,-9.1
CC(C)(C)NC(=O)NC(=O)CN1CCN(c2cccc(Cl)c2)CC1,-3.3,-3.3,-0.7,-3.6,3.7,-1.9,.,-5.0,-12.8
O=[N+]([O-])c1ccc(-c2nc(Cl)c3c(n2)CCCC3)o1,32.4*,-1.8,-0.6,-5.5,.,.,.,-2.1,4.3
CC(=O)N1CCN(c2nc(N)c(C#N)c(CC#N)c2C#N)CC1,25.8,0.3,-0.8,-1.2,1.0,-0.7,.,-3.3,4.5
Clc1ccc(Cn2cccc2C2=NCCO2)cc1,0.4,2.7,0.7,-2.7,-2.3,0.2,1.2,-2.7,6.2
CC(=O)Nc1ccc(S(=O)(=O)N2CCN(S(=O)(=O)c3ccccc3)CC2)cc1,-1.5,4.7,2.9,1.3,0.6,-1.1,-1.1,1.5,14.5
O=C(CN1CCC(NC(=O)c2ccccc2Cl)CC1)NCc1ccccc1,16.4,0.5,-1.6,6.4,1.5,-1.6,1.1,-0.2,13.1
O=[N+]([O-])c1ccccc1CN1CC=C(c2ccc(F)cc2)CC1,-1.5,-1.2,3.0,4.5,0.7,-2.4,0.0,-4.8,?
COc1ccc(C(=S)N2CCNCC2)cc1,5.0,0.1,-0.6,3.4,3.4,0.1,-0.2,-2.2,-0.9
CCOC(=O)C1=C(c2ccccc2)NC(SCC)=C(C#N)C1c1cccnc1 (stereo unspecified),6.1,2.9,-0.1,-0.8,2.8,0.8,.,-2.1,-0.5
CC(=O)Nc1ccc(OCCOc2ccc(NC(C)=O)cc2)cc1,0.7,-0.7,-3.1,-5.0,-0.9,1.1,-2.0,-0.6,12.7
C=CCN1C(=O)C(C)(C)N(C(=O)c2cccc([N+](=O)[O-])c2)c2ccccc21,11.4,-5.9,-3.0,2.0,2.6,0.2,0.7,-4.2,?
COc1ccccc1Nc1nc(-c2cccc([N+](=O)[O-])c2)nc2ccccc12,3.9,-4.0,2.3,-3.8,0.0,-0.3,-0.7,-0.4,3.2
Cc1ccc(/C=C2\C(=N)N3N=C(CC(=O)N4CCCCC4)SC3=NC2=O)cc1,6.3,-1.1,1.6,2.1,-0.6,-1.0,-2.4,0.0,6.6
Cc1noc(C)c1NC(=O)Nc1ccc2c(c1)C(=O)N([C@H](C)CO)C[C@H](C)[C@@H](CN(C)S(=O)(=O)c1c(C)noc1C)O2,4.2,6.2,-0.6,-5.4,1.7,0.9,0.3,-1.7,-6.6
Cn1nnnc1-c1cc(Cl)cc(Cl)c1,3.8,-1.4,-0.2,-5.7,-3.4,0.0,.,0.7,-0.8
COC(=O)C1=C(C)NC2=C(C(=O)CCC2)C1c1cn(Cc2ccc(Br)cc2)nc1-c1ccccc1 (stereo unspecified),9.7,27.8*,-0.2,-0.3,-2.8,0.6,-0.8,-2.0,10.1
Cn1cnnc1SCC(=O)Nc1c(F)cc(F)cc1Br,8.1,-0.3,-0.2,-5.4,2.7,-0.9,-0.1,-0.7,-21.1
CN=C1SC(CC(=O)Nc2cccc(Cl)c2Cl)C(=O)N1C (stereo unspecified),-1.9,4.9,0.3,2.0,-0.8,10.5,-2.2,-3.5,-14.1
N#CC(c1ccccc1F)(c1ncc(C(F)(F)F)cc1Cl)N1CCOCC1 (stereo unspecified),-9.6,-5.7,5.1,2.6,2.2,0.5,0.5,-4.2,33.5
O=S(=O)(Nc1cccc2nsnc12)c1ccccc1,-7.9,-5.0,0.7,-0.9,-0.4,-0.4,0.3,-2.9,2.8
Cc1ccc(NC(=O)CO/N=C(\N)c2nonc2N)cc1C,-3.1,-3.5,0.1,0.0,2.5,-0.2,.,-3.7,-6.0
Cc1sc2nc(SCC(=O)NCc3ccco3)n(CCc3ccccc3)c(=O)c2c1C,3.8,-4.8,-0.4,-5.2,-1.8,-1.5,-0.6,-1.5,-5.3
CS(=O)(=O)N1CCN(C(=O)c2csc3ccccc23)CC1,7.0,0.7,-3.0,-0.7,-0.9,0.5,-1.2,-0.3,-3.8
CCC(=O)N1CCc2cc(S(=O)(=O)CCC(=O)NCCc3ccc(OC)c(OC)c3)ccc21,14.3,4.9,.,.,0.3,-1.0,0.5,-0.3,.
COC(=O)c1ccc(COC(=O)C2CC(O)CN2S(=O)(=O)c2ccc([N+](=O)[O-])cc2)cc1 (stereo unspecified),-6.0,-1.6,.,.,0.7,-0.7,0.7,-1.2,.
O=C(c1ccc2oc(CCc3ccccc3)nc2c1)N1CCC(O)CC1,-4.8,-1.8,-3.0,2.5,1.2,0.3,1.0,-1.5,-8.2
COc1ccc(NC(C)=O)cc1NC(=O)CSc1nnc(C2CCCCC2)n1N,-2.8,-1.8,-1.1,-4.3,-0.2,-0.2,0.3,-1.1,-13.6
COc1ccc(C(CNC(=O)c2ccc(C)c(S(=O)(=O)N3CCCCC3)c2)N(C)C)cc1OC (stereo unspecified),-10.4,1.2,-0.6,3.5,1.4,-0.5,.,-3.7,-2.6
CSc1ncnc2c1ncn2CCCN1CCN(Cc2c(C)cc(C)cc2C)CC1,4.3,1.0,-0.1,4.7,.,.,-0.7,-4.1,-1.1
O=c1cc(-c2ccccc2)oc2ccc(Br)cc12,9.7,3.9,-0.9,-9.6,3.2,0.1,1.2,-1.3,-8.1
NC(=O)c1ccc(NC(=O)CSc2nnc(C3CC3)n2C2CC2)cc1,2.2,-0.5,-0.2,-6.0,2.1,-1.5,2.1,-3.4,-6.7
CCCOc1ccc(S(=O)(=O)NCCN2CCOCC2)c2ccccc12,8.4,0.1,0.8,-1.9,1.0,-0.2,-0.5,-0.7,-0.6
C[C@@H]1CN([C@@H](C)CO)C(=O)CCCn2nncc2CO[C@@H]1CN(C)C(=O)Nc1cccc(Oc2ccccn2)c1,1.4,2.4,-0.6,-4.9,.,.,-0.9&-0.6&-1.2,-2.2,-4.6
Cc1cccc(NC(=O)Cc2nc(-c3c[nH]c(C(=O)N4CCCC4)c3)cs2)c1,0.3,2.5,0.7,-2.1,.,3.6,.,-0.1,-3.5
CC(C)NCCOCCOc1ccccc1F,0.3,-0.3,-0.6,6.4,3.2,1.0,-3.1,0.2,-1.9
COC(=O)C1=C(C)NC(C)=C(C(=O)OC)C1c1cn(-c2ccccc2)nc1-c1ccco1,33.7*,21.6,-1.5,-2.3,3.8,0.2,-0.3,-0.5,-5.2

# Quoted from above (3 entries):
SMILES,GDH-TPI inh,Mtb FBA inh,BoNT-A LC inh2,Anthrax LF prot,UGM FP inh,PfHsp40 rescue,BioA inh,FadD28 FP inh,BoNT F protease
O=C(c1ccc2oc(CCc3ccccc3)nc2c1)N1CCC(O)CC1,-4.8,-1.8,-3.0,2.5,1.2,0.3,1.0,-1.5,-8.2
COc1ccc(NC(C)=O)cc1NC(=O)CSc1nnc(C2CCCCC2)n1N,-2.8,-1.8,-1.1,-4.3,-0.2,-0.2,0.3,-1.1,-13.6
COc1ccc(C(CNC(=O)c2ccc(C)c(S(=O)(=O)N3CCCCC3)c2)N(C)C)cc1OC (stereo unspecified),-10.4,1.2,-0.6,3.5,1.4,-0.5,.,-3.7,-2.6

# Next section:
SMILES,GDH-TPI inh,Mtb FBA inh,BoNT-A LC inh2,Anthrax LF prot,UGM FP inh,PfHsp40 rescue,BioA inh,FadD28 FP inh,BoNT F protease
NC(c1ccccc1)c1csc(NC(=O)NCCc2ccccc2)n1 (stereo unspecified),2.7,-4.5,-0.2,-5.6,.,.,0.1,-6.0,-10.0
COc1ccccc1Nc1nc(=O)[nH]nc1C,4.0,-3.7,0.8,1.3,-1.3,-0.8,-1.8,0.0,3.7
Cn1ncc2c(Nc3ccc(Br)cc3)nc(Nc3ccc(Br)cc3)nc21,-6.7,-0.9,-3.7,-4.8,0.6,-0.2,-1.3,-6.0,?
COc1cccc(CN2CC(C(=O)NCCc3ccc(C)s3)CCC2=O)c1 (stereo unspecified),7.0,-0.5,.,.,-1.1,0.6,0.6,-0.3,.

# Compounds were not picked by outcome, and some 4.7% of all compounds hit somewhere here.
